RORg inh = qHTS for inhibitors of ROR gamma transcriptional activity. 5.4% of 310,000 active. AID 2551, 2010. Drosophila S2 Gal4-RORgamma UAS-luciferase reporter, 20 h. Nuclear receptor ROR-gamma (Mus musculus), P51450. Potency, µM (titrated, usually from 53.6 µM), for the others: top-dose activity change, negative = inhibition, hits mostly inhibitors; further: potency means the concentration at half of the fitted maximal effect; on the % scale 0 is the no-effect control and ±100 the full control effect; nearly all actives have a fitted effect of over 60% in size
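Drosophila S2 cells stably expressing Gal4-DBD/mouse RORγ fusion under metallothionein promoter plus UAS-luciferase; compound 1 h, then 700 uM CuSO4 induction for 20 h at ambient temperature; inhibition read as reduced luminescence.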
Mito fusion yeast = qHTS Assay for Small Molecule Inhibitors of Mitochondrial Division or Activators of Mitochondrial Fusion. Potency, µM (titrated, usually from 46.1 µM), for inactives: at the top dose growth rescue (activation), usual class: activators. 0.23% of 320,000 active. S. cerevisiae fusion-defective mutant growth rescue, CellTiterGlo 48 h. AID 485298, 2010;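 further: potency means the concentration at half of the fitted maximal effect; % of control where 0% means no effect; nearly all actives have a fitted effect of over 45% in size; temperature-sensitive fusion mutants such as fzo1-1 at 37 °C on non-fermentable ethanol glycerol medium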
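Growth-rescue viability read-out: after 48 h at the non-permissive 37C in glycerol/ethanol YPEG, yeast mitochondrial fusion mutants are measured by CellTiterGlo luminescence; compounds (23 nl pinned per well) restoring growth score as division inhibitors or fusion activators.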
MBNL1-CUG inh = qHTS Assay for Inhibitors of MBNL1-poly(CUG) RNA binding; Muscleblind-like protein 1 (Homo sapiens), Q9NR56; TR-FRET MBNL1-His/biotin-(CUG)12 binding, 665/545 ratio; Potency, µM (top dose mostly 57.5 µM), inactives show at the highest dose activity change, negative = inhibition, most hits filed as inhibitors; 0.036% of 280,000 active; AID 2675, 2010; active means well fitted inhibition curve with a large enough effect in the signal ratio, with a control signal flat, not every such curve was filed as active; inconclusive means small, poorly fitted or top-dose-only effect, or effect the other way, or a change in a side signal; inactive means no such curve, though single readings can be large or run the other way; the % refers to the signal ratio; further: potency means the concentration at half of the fitted maximal effect; on the % scale 0 is the no-effect control and ±100 the full control effect
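MBNL1-His + Biotin-(CUG)12, cpd titration 92 nM–58 uM; Tb anti-His Ab 0.055 ng/ul, SA-XL665 5 nM (final); 60 min RT; ratiometric 665/545 nm, Ex 340 nm; normalized to buffer and full-complex controls.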
Rab9 prom act = qHTS Assay for Rab9 Promoter Activators | Huh7 Rab9 promoter-luciferase reporter, luminescence, 24 h | Potency, µM (top dose mostly 9.22 µM), inactives show at the top dose activation, negative = inhibition, actives largely listed as activators | 2.8% of 320,000 active | AID 485297, 2010; further: potency means the concentration at half of the fitted maximal effect; % of control where 0% means no effect; nearly all actives have a fitted effect of over 60% in size
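Rab9 promoter-driven luciferase in stably transfected Huh7 cells; 1500 cells/well rested 2 h, exposed to compound in DMSO for 24 h at 37 °C, 5% CO2. Luminescence read 10 min after adding luciferase reagent at ambient temperature.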
ELG1 repair inh = qHTS screen for small molecules that inhibit ELG1-dependent DNA repair in human embryonic kidney (HEK293T) cells expressing luciferase-tagged ELG1. Potency, µM (top dose mostly 46.1 µM), without a hit: at the highest dose activity change, negative = inhibition, most hits filed as inhibitors. HEK293T ELG1-luciferase reporter, luminescence, 16 h; DNA damage induced by 5-fluorouridine. 2.3% of 330,000 active; further: potency means the concentration at half of the fitted maximal effect; on the % scale 0 is the no-effect control and ±100 the full control effect; nearly all actives have a fitted effect of over 55% in size
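Step one: seed 2,000 cells per well. Step two: pin-transfer compound or DMSO alongside 5-fluorouridine. Step three: incubate 16 hr, 37 °C, 5% CO2. Step four: add ONE-Glo, wait 30 min, read luminescence.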
NPC1 promoter act = qHTS Assay for NPC1 Promoter Activators; Huh7 NPC1 promoter luciferase reporter, 24 h; AID 485313, 2010; 2.4% of 320,000 active; Potency, µM (doses to about 9.22 µM), without a hit: at the highest dose activation, usual class: activators;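 further: potency means the concentration at half of the fitted maximal effect; % of control where 0% means no effect; nearly all actives have a fitted effect of over 60% in size; reporter is driven by a mutant NPC1 promoter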
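Huh7 reporter cells (NPC1 promoter driving luciferase) are dosed with compound for 24 h at 37 °C, 5% CO2; luciferase detection reagent is then added and luminescence measured after 10 min at ambient temperature.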
PKM2 act = qHTS Assay for Activators of Human Muscle isoform 2 Pyruvate Kinase; purified PKM2, Kinase-Glo ATP luminescence, activation; response scale: 0% is enzyme alone, no compound; Potency, µM (series often up to 57.5 µM), for the others: at the highest dose activation, usual class: activators; Pyruvate kinase PKM (Homo sapiens), P14618; 0.34% of 260,000 active; AID 1631, 2009; further: potency means the concentration at half of the fitted maximal effect; on the % scale 0 is the no-effect control and ±100 the full control effect; nearly all actives have a fitted effect of over 55% in size
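Purified hPK-M2 (>95% pure) converted ADP (0.1 mM final) to ATP with 0.5 mM PEP in 50 mM imidazole pH7.2, KCl, MgCl2, Tween 20, BSA; 1 h at room temperature. ATP detected by Kinase-Glo luminescence.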
VP16 counter = VP16 counterscreen qHTS for inhibitors of ROR gamma transcriptional activity | Potency, µM (titrated, usually from 53.6 µM), for inactives: top-dose activity, negative = inhibition, usual class: inhibitors | Drosophila S2 Gal4-VP16 UAS-luciferase, luminescence, 20 h | 3.5% of 310,000 active;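 further: Gal4-VP16 expression switched on by copper sulfate through the metallothionein promoter; potency means the concentration at half of the fitted maximal effect; on the % scale 0 is the no-effect control and ±100 the full control effect; nearly all actives have a fitted effect of over 50% in size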
FLuc counter = qHTS profiling assay for firefly luciferase inhibitor/activator using purifed enzyme and Km concentrations of substrates (counterscreen for miR-21 project); 6.9% of 360,000 active; purified FLuc, Km substrates, luminescence inhibition; Luciferin 4-monooxygenase (Photinus pyralis), P08659; AID 588342, 2011; Potency, µM (titrated, usually from 57.5 µM), for inactives: top-dose activity change, negative = inhibition, most hits filed as inhibitors;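 further: potency means the concentration at half of the fitted maximal effect; plate controls were vehicle for no effect and reference inhibitor for full effect; nearly all actives have a fitted effect of over 55% in size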
Target sequence (P08659 whole entry, looked up): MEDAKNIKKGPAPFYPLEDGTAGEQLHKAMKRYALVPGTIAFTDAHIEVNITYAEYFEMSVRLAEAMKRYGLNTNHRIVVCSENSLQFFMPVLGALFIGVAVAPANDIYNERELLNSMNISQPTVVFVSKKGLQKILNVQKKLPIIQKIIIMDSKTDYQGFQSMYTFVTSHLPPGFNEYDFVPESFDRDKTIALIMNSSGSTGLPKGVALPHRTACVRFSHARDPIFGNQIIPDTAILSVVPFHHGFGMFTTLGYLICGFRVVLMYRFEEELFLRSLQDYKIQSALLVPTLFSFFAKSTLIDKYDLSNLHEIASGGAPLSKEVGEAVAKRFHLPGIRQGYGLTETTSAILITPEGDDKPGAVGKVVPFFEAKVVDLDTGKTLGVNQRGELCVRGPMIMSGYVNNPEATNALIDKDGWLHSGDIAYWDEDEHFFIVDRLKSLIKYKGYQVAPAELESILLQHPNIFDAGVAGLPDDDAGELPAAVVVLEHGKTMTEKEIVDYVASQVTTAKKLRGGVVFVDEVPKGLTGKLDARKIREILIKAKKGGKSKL
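Purified P. pyralis luciferase, 10 nM final, with Km-level 10 uM D-luciferin and 10 uM ATP in 50 mM Tris acetate pH 7.5, 10 mM Mg acetate, 0.01% Tween-20, 0.05% BSA; 6-point qHTS titration about 60 µM downward; luminescence read.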
Menin MLL FP TR = qHTS Assay for Inhibitors Targeting the Menin-MLL Interaction in MLL Related Leukemias: Competition With Texas Red Labeled MLL-derived Mutant Peptide; Menin + Texas Red MLL mutant peptide, fluorescence polarization; O00255; AID 1768, 2009; 0.23% of 270,000 active; Potency, µM (doses to about 61.6 µM), without a hit: at the highest dose FP activity change, negative = inhibition, hits mostly inhibitors; active means well fitted inhibition curve with a large enough effect in the polarisation, with a control signal flat, not every such curve was filed as active; inconclusive means small, poorly fitted or top-dose-only effect, or effect the other way, or a change in a side signal; inactive means no such curve, though single readings can be large or run the other way; the % refers to the polarisation; further: potency means the concentration at half of the fitted maximal effect; % of control where 0% means no effect; many of its hits are not listed in these tables
Target sequence (O00255 whole entry, looked up): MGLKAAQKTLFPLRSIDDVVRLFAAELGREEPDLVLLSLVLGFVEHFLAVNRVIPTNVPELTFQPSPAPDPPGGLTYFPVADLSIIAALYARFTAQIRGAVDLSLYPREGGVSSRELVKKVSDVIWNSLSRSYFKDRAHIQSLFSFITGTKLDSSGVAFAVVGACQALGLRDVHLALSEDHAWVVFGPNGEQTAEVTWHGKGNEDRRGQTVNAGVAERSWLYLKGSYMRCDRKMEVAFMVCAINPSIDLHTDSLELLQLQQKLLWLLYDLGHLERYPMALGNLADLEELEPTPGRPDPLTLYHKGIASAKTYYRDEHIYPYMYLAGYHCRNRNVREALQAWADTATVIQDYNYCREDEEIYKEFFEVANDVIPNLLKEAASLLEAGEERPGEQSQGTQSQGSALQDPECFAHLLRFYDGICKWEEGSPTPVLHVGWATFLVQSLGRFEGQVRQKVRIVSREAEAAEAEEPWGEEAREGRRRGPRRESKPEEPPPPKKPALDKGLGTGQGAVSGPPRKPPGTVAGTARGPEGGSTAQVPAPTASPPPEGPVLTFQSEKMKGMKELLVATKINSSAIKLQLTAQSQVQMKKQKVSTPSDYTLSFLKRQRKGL
KCNH2 3.1 inh = qHTS for Inhibitors of KCHN2 3.1: Mutant qHTS; U2OS KCNH2 3.1, thallium flux FluxOr; active compounds read low; Potassium voltage-gated channel subfamily H member 2, brain isoform KCNH2 3.1 (human); 0.95% of 340,000 active; activity change, % (tested at about 1.8 µM); AID 720553, 2013;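 active means maximum activity change below -70%; inconclusive means maximum activity change from -70% to -50%; inactive means maximum activity change above -50%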;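 further: thallium influx rate constant from kinetic fluorescence after stimulation buffer; on the % scale 0 is the no-effect control and ±100 the full control effect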
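Virally transduced U2OS (3.1 isoform, 4 h infection in dark at RT) → overnight 37 C → FluxOr + Red40 in HBSS/HEPES, 45 min → stimulation buffer, 2 min kinetic read → rate constant vs DMSO controls.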
* marks the source's active call; other numbers are inactive results; ? = inconclusive; nt = not tested or not shown; [ ] = another dose, or the depositor's remark. Unless noted, the call rests on the fitted dose curve; in most records, active means well fitted curve in the direction sought with a large enough effect; inconclusive means small, poorly fitted or top-dose-only effect, or another doubt; inactive means no such curve, though single readings can be large; an effect the other way counts as inactive or inconclusive. Only part of the results is shown. The share of hits here may be higher or lower than overall.

SMILES	RORg inh	Mito fusion yeast	MBNL1-CUG inh	Rab9 prom act	ELG1 repair inh	NPC1 promoter act	PKM2 act	VP16 counter	FLuc counter	Menin MLL FP TR	KCNH2 3.1 inh
CCc1cc(C(=O)Cc2ccc(F)cc2)c(O)cc1O	10%	?	1%	-7%	?	2%	-14%	?	2%	4%	1
COc1ccc(-c2nnc(SC)n2C)cc1	3%	5%	-5%	5%	18%	-1%	1%	21%	1%	7%	-2
COc1ccccc1/C=C/C(=O)N1CCc2cc(OC)c(OC)cc2C1C (stereo not given)	17%	0%	-1%	-2%	-23%	-1%	4%[11.5 µM]	-4%	-8%	-21%	-3
COc1ccc(NC(=O)CSc2nnnn2C2CCCC2)c(OC)c1	-3%	-5%	-2%	-4%	2%	-2%	5%	-1%	0%	-28%	-18
O=C(CSc1nnc(CNC(=O)c2ccccc2)o1)NCCc1ccccc1	?	24%	-5%	9%	4%	1%	13%	-19%	0%	nt	3
COc1ccc(CC(=O)OCC(=O)Nc2ccc(F)cc2)cc1	nt	3%	nt	-2%	3%	-1%	nt	nt	-14%	nt	10
CCOc1ccc2nc(NC(=O)NC3CCCCC3)sc2c1	3%	-4%	-8%	?	?	?	-46%	9%	?	18%	6
CCOC(=O)c1ccc(NC(=O)C(C)Sc2nc(O)c(-c3ccccc3)c(=O)[nH]2)cc1 (stereo not given)	40%	0%	-6%	1%	24%	-1%	-9%	-4%	-8%	6%	-25
CSCc1nnc(NC(=O)c2ccc(S(=O)(=O)N(C)C)cc2)o1	2µM*	-2%	nt	-1%	?	2%	-8%	5µM*	-10%	12%	8
O=C(Cc1ccccc1[N+](=O)[O-])NCc1ccco1	8%	5%	10%	5%	-2%	-4%	2%	-11%	5%	?	17
CCOc1cc(/C=C2/C(=O)NN(c3cccc(Cl)c3)C2=O)ccc1O	-13%	-14%	4%	0%	-6%	0%	0%[11.5 µM]	?	24µM*	?	9
Cc1cc(N/C(=N\S(=O)(=O)c2ccc(F)cc2F)c2ccccc2)no1	-1%	-1%	-1%	-5%	3%	-2%	-3%	-1%	1%	5%	10
CC(=O)c1cc(CN2CCN(CCC(C)C)C(CCO)C2)cs1 (stereo not given)	-14%	0%	-6%	-5%	7%	-1%	-6%	-16%	-1%	nt	-15
Cc1ccccc1C(C)NC(=O)COC(=O)Cn1cc(C(F)(F)F)ccc1=O (stereo not given)	nt	-3%	nt	-8%	?	-3%	nt	nt	-1%	nt	1
COc1ccc(NC2=CC(c3ccc(OC)cc3)N(c3ccc(OC)cc3)C2=O)cc1 (stereo not given)	26%	-3%	-4%	-5%	-7%	-3%	0%	-11%[10 µM]	1%	?	-11
COc1cc(/C=N/NC(=O)c2cccc3ccccc23)cc(OC)c1OC	28%	-4%	1%	-1%	16%	-1%	nt	?	-7%	?	2
COc1ccc(CCNC(=O)C(=O)NCC2CCCN2S(=O)(=O)c2cc(C)ccc2C)cc1 (stereo not given)	nt	17%	nt	-1%	?	-2%	nt	nt	-1%	nt	-22
CCC(=O)NC1=C(C#N)C2(CCCC2)Cc2ccccc21	0%	-4%	16%	-7%	-4%	3%	-1%	3%	3%	6%	0
CC(=O)N1CCN(C(=S)c2ccc(-c3ccc(Cl)cc3)o2)CC1	5%	1%	?	-1%	11%	0%	13%	-9%	?	7%	-3
O=C1/C(=C/N(C(=O)c2ccco2)c2ccc(Cl)cc2)Sc2ccccc21	?	15%	-7%	?	?	?	-3%	?	0.13µM*	?	5
CC(C)C[C@H](NC(=O)c1nc[nH]c1C(=O)N1CCc2ccccc2C1)C(=O)OC(C)(C)C	11µM*	-7%	-5%	-3%	-29%	-6%	-2%	?	1%	nt	-8
O=C(O)CCn1cc(/C=C/C(=O)c2ccc(Cl)cc2)c(-c2cccc(Br)c2)n1	20%	-2%	9%	-8%	-7%	-8%	-2%	-8%	0%	nt	-1
COc1cc2c(cc1OC)C1O[C@](c3ccsc3)(C2)OC2=C1C(=O)CC(C)(C)C2	15%[10 µM]	0%[9.22 µM]	6%[11.5 µM]	0%[1.84 µM]	nt	1%[1.84 µM]	2%[11.5 µM]	-3%[10 µM]	-15%[11.5 µM]	7%[11.7 µM]	nt
COc1ccccc1OCC(=O)Nc1nnc(C2CCCC2)s1	26%	3%	-6%	9%	?	-4%	nt	6%	-2%	nt	-11
CCc1ccc(NC(=O)C(C)Oc2nnc(-c3cccs3)c(-c3cccs3)n2)cc1 (stereo not given)	39%	3%	?	-3%	-1%	1%	-1%	5%	0%	1%	-3
CCCS(=O)(=O)c1nc(S(=O)(=O)c2ccc(C)cc2)c(N2CC(C)OC(C)C2)s1 (stereo not given)	22%	0%	2%	2%	-8%	-3%	nt	8%	5%	nt	13
CC(Sc1nnc(Cc2ccc3c(c2)OCO3)o1)C(N)=O (stereo not given)	-14%	1%	-1%	-3%	9%	1%	-19%	3%	-2%	-7%	-2
O=C(Cc1c(F)cccc1Cl)NCc1cccnc1	23%[1.91 µM]	2%	1%	0%	?	2%	-1%	-2%	2%	-8%	15
COc1cc(C(=O)Nc2ccc(S(=O)(=O)N(C)c3ccccc3)cc2)cc(OC)c1OC	?	2%	5%	10%	?	-6%	0%	10%	-1%	28%	0
O=[N+]([O-])c1ccc(OCC(O)CN(CCO)CCO)cc1 (stereo not given)	9%	-1%	?	3%	-1%	-7%	-2%	-6%	1%	7%	-3
Cc1ccc2cccc(OCCCOc3ccccc3CO)c2n1	-2%	-2%	17%	-1%	-14%	-2%	-1%[11.5 µM]	-2%	0%	-8%	14
O=c1sc(/C=N/Nc2ccccc2)c(Cl)n1Cc1ccccc1	?	-4%	-8%	?	?	28%	-11%	?	?	?	-33
Cc1ccc2oc(=O)c3cc(C(=O)N4CCN(C)CC4)sc3c2c1	-11%	-10%	?	-1%	24%	-2%	-7%	-5%	-16%	nt	23
Cc1nc2ncnn2c(N2CCC(C(=O)NC3CCCC3)CC2)c1Cc1ccccc1	-14%	-3%	0%	7%	-4%	-3%	-7%	-1%	3%	10%	4
C/C(=N/OC(=O)c1cccc(C(F)(F)F)c1)c1cnccn1	-13%	4%	-2%	7%	9%	5%	-4%	0%	-17%	-4%	2
COc1nccnc1NS(=O)(=O)c1ccc(NC(=S)NC(=O)/C=C/c2ccccc2)cc1	-9%	0%	-1%	1%	22%	3%	-10%	?	-5%	3%	2
Cc1cccc(N2CCN(C(C)C(=O)N3CCc4ccccc43)CC2)c1C (stereo not given)	0%	26%	2%	3%	-6%	0%	3%	-6%	-14%	-13%	-5
Cn1nc(C(=O)N2CCOCC2)c2ccccc2c1=O	10%	-3%	-5%	10%	?	2%	7%	-24%	-4%	3%[11.7 µM]	-3
CCOC(=O)CSc1nnc(Cn2nnc(-c3ccccc3)n2)n1CC	-41%	-4%	-2%	-6%	-2%	1%	9%	-2%	3%	-11%	2
COC(=O)Cc1nc(Nc2ccccc2)sc1C	11%	4%	nt	0%	-4%	1%	-3%	1%	-13%	nt	-15
Cc1ccc(-n2ncc3c2ncn2nc(-c4ccco4)nc32)c(C)c1	?	-3%	1%	?	?	25%	1%	2%	?	-17%	-3
CCOC(=O)c1cnc(-c2ccccc2)nc1C(F)(F)F	5%	-11%	-3%	6%	14%	-2%	-4%	16%	?	-4%	7
COc1ccc(C(C)(C)C)cc1NC(=O)c1ccoc1C	2.2µM*	10%	-6%	-5%	3%	-1%	22%	?	2%	24%	-25
Cc1cc(C)n(C(=O)/C(C#N)=C/N(C)C)n1	-18%	4%	nt	0%	?	-16%	-3%	0%	-3%	6%	nt
N#C/C(=C\c1ccc([N+](=O)[O-])cc1)C(=O)NCCCn1ccnc1	0%	-2%	?	7%	3%	1%	-1%	?	-3%	nt	10

Compound activity deposited in PubChem by National Center for Advancing Translational Sciences (NCATS).
